CD40 NFkB inh = CD40 pathway inhibition in BL2 cells | BL2 NF-kB luciferase reporter, CD40L-induced, 4 h | inhibition, % at 10 µM | 83,000 compounds, 0.94% hits | AID 1053188;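 active means mean inhibition of at least 50% with a set share of replicates also reaching that level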;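 further: 0% = neutral control wells and 100% = IKK inhibitor VII at 50 µM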
Numbers without * were called inactive; & = joins results of further samples; [ ] = another dose, or the depositor's remark.

Sample of the layout, 6 compounds:
SMILES	CD40 NFkB inh
COc1cc2ccccc2cc1C(=O)NCc1ccncc1	6
CN1C(=O)c2cc(NC(=O)C3CC3)ccc2OC[C@H]2O[C@H](CC(=O)NCCc3ccncc3)CC[C@@H]21	1
O=c1cc(-c2ccccc2)[nH]n1-c1nc2ccccc2s1	-20
O=C(c1ccco1)N1CCC(c2nc3c(nnn3Cc3ccc(F)cc3)c(=O)[nH]2)CC1	-2
CC(C)(C)c1ccc(CC(=O)N2CCC2(C)C(=O)NS(=O)(=O)c2ccccc2Cl)cc1 (stereo not drawn)	1
Cn1cc(Br)cc2nc(C(F)(F)F)nc1-2	-3

Results, repeating the preview:
SMILES	CD40 NFkB inh
COc1cc2ccccc2cc1C(=O)NCc1ccncc1	6
CN1C(=O)c2cc(NC(=O)C3CC3)ccc2OC[C@H]2O[C@H](CC(=O)NCCc3ccncc3)CC[C@@H]21	1
O=c1cc(-c2ccccc2)[nH]n1-c1nc2ccccc2s1	-20
O=C(c1ccco1)N1CCC(c2nc3c(nnn3Cc3ccc(F)cc3)c(=O)[nH]2)CC1	-2
CC(C)(C)c1ccc(CC(=O)N2CCC2(C)C(=O)NS(=O)(=O)c2ccccc2Cl)cc1 (stereo not drawn)	1
Cn1cc(Br)cc2nc(C(F)(F)F)nc1-2	-3
CCc1nc2c(OCCC3CCCCC3)cccn2c1N(C)C(=O)COc1ccccc1	12
O=c1[nH]c(=O)n(Cc2ccccc2)c2nc(-c3cccs3)n(CCO)c12	5
CC(Oc1ccc(Br)cc1)C(=O)NNC(=O)CCN1CCN(c2ccccc2)CC1 (stereo not drawn)	-34
Cc1ccc(S(=O)(=O)N(C)c2ccccc2C(=O)N2CCOCC2)cc1	4
Cn1c(=O)c2c(SCc3ccccn3)nc(C3CC3)nc2n(C)c1=O	6
Cc1ccc(-n2ncc3c(=O)[nH]c(SCC(=O)N4CC(=O)Nc5ccccc54)nc32)cc1	-1
CC1(c2cccc(N)c2)OCCO1	3
COc1ccc2c3c([nH]c2c1)[C@H](CO)N(C(=O)CN(C)C)CC31CN(C(=O)c2cccnc2)C1	-12[25 µM]
Cc1cc(C(=O)OCC(=O)NCCC(C)C)c2ccccc2n1	8

(list continues)
SMILES	CD40 NFkB inh
Cc1cccc(C)c1OCC(=O)NCC1COc2ccccc2O1 (stereo not drawn)	1
O=C(C1CCCCC1)N1C[C@H]2[C@@H](c3ccccc31)[C@@H](CO)N2Cc1ccccc1Cl	-5[25 µM]
O=C(Cc1c(F)cccc1Cl)N(Cc1ccccc1)c1ccccn1	6
CCc1noc(C)c1C(=O)OCC(=O)N(C)c1c(N)n(Cc2ccccc2)c(=O)[nH]c1=O	6
COc1cccc(CNC(=O)c2ccc(Cl)c(S(=O)(=O)N3CCOCC3)c2)c1	12
Cn1c(CC(=O)Nc2ccccc2)nnc1SCCOc1ccccc1	3
CCS(=O)(=O)N1CCC(C(=O)NCCCN2CCCCCC2)CC1	19
COc1cc(C#CC#CCN2CCCCC2)ccc1O	-38
CCOC(=O)C1CCN(C(=O)c2cc(C(C)(C)C)nn2Cc2ccccc2)CC1	3
O=C(CCc1ccc(S(=O)(=O)NC2CCCCC2)cc1)NCc1cccnc1	7
Oc1ccc(C2C[C@H]3CC[C@@H]2C3)cc1O (stereo partly drawn)	-2
O=C(C1Cc2ccccc2CN1S(=O)(=O)c1cccs1)N1CCCCC1 (stereo not drawn)	7
O=C(c1ccncc1)N1C[C@@H]2N[C@H](C1)C2c1ccc(/C=C/c2ccccc2)cc1 (stereo partly drawn)	26&-19[25 µM]
COCCCNc1ncnc2c1sc1nc(-c3ccco3)c3c(c12)CC(C)(C)OC3	-16
C(=C\c1nc(-c2ccccc2)no1)/c1ccccc1	-1

Other entries
SMILES	CD40 NFkB inh
C/C(Cl)=C/CSc1nc2c(c(=O)[nH]c(=O)n2C)n1C(C)C	1
Nc1nc2c([N+](=O)[O-])cccc2s1	3
NNc1nc2cccnc2n(CCNc2ncc(C(F)(F)F)cc2Cl)c1=O	4
Cc1nc(CN2CCOCC2)cc(=O)[nH]1	4
COc1cc(OC)cc(-n2nc(C(=O)N3CC(C)CC(C)C3)c3ccccc3c2=O)c1 (stereo not drawn)	4
O=c1[nH]c(SCc2ccccc2)nc2ccsc12	-12
CC(C)(C)c1ccc(C(=O)NCC(=O)O)cc1	2
CSc1ncccc1C(=O)OCC(=O)NC(C)C	11
CC(=O)Nc1ccc(NC(=O)CSc2nnc(-c3cccnc3)o2)cc1	-2
COC(=O)Nc1ccc2ncn(C)c(=O)c2c1	3
CCOc1ccc(CCNC(=O)Cn2c(=O)c3cccn3c3cccnc32)cc1	15
CCC(=O)N1CCCCN2[C@@H](CO)[C@@H](c3ccc(/C=C/c4ccccc4)cc3)[C@@H]2C1	0[25 µM]
C/C=C/c1ccc2c(c1)[C@@H]1[C@@H](CCN1S(=O)(=O)c1cccc(F)c1)[C@H](CO)N2	-22[25 µM]
Cc1ccc(S(=O)(=O)N2CCN(C(=O)COC(=O)CNC(=O)c3ccc(Cl)cc3Cl)CC2)cc1	-9
COc1cc2c(C#N)c(N3CCc4ccccc4C3)nc(N)c2c(N)n1	-33

The results go on.
SMILES	CD40 NFkB inh
CCOC(=O)C1(Cc2cccc(OC)c2)CCN(C2CCOCC2)CC1	-1
CCCNC(=O)N1C[C@@H]2[C@H](c3ccccc31)[C@H](CO)N2C(=O)Nc1ccccc1F	0[25 µM]
COc1ccc(NC(=O)N(C)C[C@@H]2OCc3cnnn3CCCC(=O)N([C@H](C)CO)C[C@H]2C)c(OC)c1	-7[25 µM]
O=C(Nc1ccccc1F)N1[C@@H]2CNC[C@H]1C2c1ccc(-c2ccncc2)cc1 (stereo partly drawn)	-12&-4[25 µM]
CN1C(=O)c2cc(NC(=O)c3cccc(F)c3)ccc2OC[C@@H]2O[C@H](CC(=O)NCC3CCCCC3)CC[C@H]21	24&3[25 µM]
O=C1NCCCC1C(=O)N1CCN(C(c2ccccc2)c2ccccc2)CC1 (stereo not drawn)	5
N#C[C@H]1[C@H](c2ccccc2)[C@H](CO)N1C(=O)CCN1CCCCC1	-2[25 µM]
O=C(Nc1ccc(Cl)cn1)Nc1ccccc1Cl	-1
CCC(=O)N1C[C@H](O)COC[C@H]2O[C@H](CC(=O)NC)CC[C@@H]21	6[25 µM]
O=C(O)c1cccnc1NC1CCCC1	-1
O=C(NC1CCCCCCC1)c1cccc(S(=O)(=O)N2CCOCC2)c1	1
O=C(c1cccnc1)N1CCCCN2[C@H](C1)[C@H](c1ccc(C#Cc3ccccn3)cc1)[C@@H]2CO	-6[25 µM]
CC1Cc2cc(C3(O)C(=O)c4ccccc4C3=O)ccc2N1 (stereo not drawn)	-14
c1ccc(-c2nc(NCc3ccco3)c3oc4ccccc4c3n2)cc1	-16
CCN1CCCC1CNC(=O)c1ccc(N2CCCC2=O)cc1 (stereo not drawn)	7

The list continues:
SMILES	CD40 NFkB inh
COC(=O)c1[nH]c2ccccc2c1NC(=O)CN1CCN(C/C=C/c2ccccc2)CC1	11
O=C(Cc1ccc(Br)cc1)c1ccc(O)cc1O	-44
CO[C@H](CN(C)S(=O)(=O)c1ccc(Cl)cc1)[C@H](C)CN([C@@H](C)CO)S(=O)(=O)c1cccc(Cl)c1	4
O=[N+]([O-])c1cc(S(=O)(=O)CCCN2CCOCC2)ccc1F	1
Cc1ccc(OCC(=O)N/N=C/c2ccccc2)c([N+](=O)[O-])c1	-9
C[C@H]1CN([C@@H](C)CO)C(=O)CCCn2cc(nn2)CO[C@@H]1CN(C)S(=O)(=O)c1ccc(Oc2ccccc2)nc1	-4[25 µM]
N#C[C@@H]1[C@@H](c2ccccc2)[C@H](CO)N1S(=O)(=O)c1ccc(-c2ccccc2)cc1	15[25 µM]
COc1ccc2c(COC(=O)[C@H](C)NS(=O)(=O)c3ccccc3F)cc(=O)oc2c1	4
CC(C)CN1CCNC(=O)C1CC(=O)NCCCN1CCCc2ccccc21 (stereo not drawn)	1
CN(C)CCCNC(=O)[C@@H]1[C@@H](CO)[C@@H]2Cn3c(ccc(C4=CCCC4)c3=O)[C@@H]2N1CCC(F)(F)F	-6[25 µM]
COC(=O)c1cn(-c2nc(C)c3c(n2)CCC3)nn1	-16
CN(C)S(=O)(=O)c1ccc(N2CCCC2)c(C(=O)N2CCN(S(=O)(=O)c3ccc(F)c(F)c3)CC2)c1	-4
CCN(CC(=O)Nc1ccc(NC(C)=O)cc1)C(=O)c1cc(C)on1	2
O=C(NCCCN1CCOCC1)c1cc2ccccc2o1	-8
Cc1ccc(S(=O)(=O)NCC(=O)OCCOc2ccccc2F)cc1	-3

(list continues)
SMILES	CD40 NFkB inh
CO[C@@H]1CN(C)C(=O)c2ccc(NC(=O)NC(C)C)cc2OC[C@H](C)N(Cc2ccc(-c3ccccn3)cc2)C[C@@H]1C	5[25 µM]
Cc1ccccc1SCC(=O)NNC(=O)c1ccncc1	0
CO/N=C(/CS(=O)Cc1ccc(Cl)cc1)c1ccc(Cl)cc1 (stereo not drawn)	2
CC(=O)Nc1c(O)nc(SCC(=O)N2CCCCC2)[nH]c1=O	0
COc1cccc(NC(=O)N2CC3(C2)[C@@H](c2ccccc2)[C@H](CO)N3C(C)=O)c1	7[25 µM]
O=C(NCc1cccnc1)c1ccccc1-c1nc(-c2ccccc2)no1	1
O=C(NCCCN1CCOCC1)c1cc(C(=O)C2CC2)c[nH]1	7
CN(C)c1ccc(Cl)cc1N	-3
O=C(CCN1C(=O)[C@@H]2Cc3ccccc3CN2C1=O)NCCc1ccccc1	6
CCCCCCOc1ccc(C(=O)O)cc1	-9
CN(C)/C=N/c1c(C#N)cnn1-c1ncnc2sc(-c3ccccc3)cc12	5
CCCCNC1CCS(=O)(=O)C1 (stereo not drawn)	7
CC(C)(CNC(=O)CCC1CCCC1)CNC(=O)CCC1CCCC1	13
O=C(c1cc2nc(-c3cccs3)cc(C(F)(F)F)n2n1)N1CCCc2ccccc21	24
C[C@@H]1CN([C@H](C)CO)C(=O)Cc2cc(NS(=O)(=O)c3ccc(F)cc3)ccc2O[C@H]1CN(C)Cc1ccncc1	5[25 µM]

The results go on:
SMILES	CD40 NFkB inh
CSc1nc2ccc(S(=O)(=O)N3CCc4ccccc43)cc2s1	11
c1cc(C2OCCO2)cs1	11
C[C@@H]1CN([C@H](C)CO)C(=O)CCCn2cc(nn2)CO[C@H]1CN(C)S(=O)(=O)c1ccc(Oc2ccccc2)cc1	-3
C[C@@H]1CC=CC[C@@H](c2cccc(Cl)c2)NC(=O)[C@@H](Cc2ccccc2)N(C)C(=O)c2ccccc2O1 (mixture of isomers)	25[25 µM]
CC(=O)c1ccccc1NC(=O)c1ccc(N2CCCC2=O)cc1	-51
Cc1cccc(C(=O)NC2CC3CCC(C2)N3C)c1 (stereo not drawn)	8
Cn1nnc2cc(C(=O)N3CCCCCC3)ccc21	5
CC=Cc1ccc2n(c1=O)C[C@H]1[C@H](CO)[C@@H](C(=O)N(C)C)[C@@H]2N1CC1CCOCC1 (mixture of isomers)	-12[25 µM]
COc1cccc(CNC(=O)C2(C)Oc3ccccc3NC2=O)c1 (stereo not drawn)	13
COc1ccc(N2C(=O)C3C(C2=O)C(C(=O)c2ccccc2)N2CCCC32)cc1 (stereo not drawn)	-15
COc1ccc(C)cc1NC(=O)CNC(=O)c1sc2ccccc2c1Cl	0
COc1ccc(NC(=O)c2ccccc2)cc1NS(=O)(=O)c1ccc(F)cc1	-3
CC(=O)Nc1ccc(S(=O)(=O)N2CCN=C2c2ccccc2)cc1	4
c1ccc(CSc2nnc(-c3c[nH]c4ccccc34)o2)cc1	-56
Cc1c2c(n3c(nc4ccccc43)c1C#N)N(Cc1ccccn1)CC2	5

(listing goes on)
SMILES	CD40 NFkB inh
Nc1ccc(SC(F)(F)F)cc1	-2
O=c1ccc(Br)c[nH]1	4
O=C(NCc1ccco1)c1ccc(CN2CCOCC2)cc1	8
CCOC(=O)c1csc(-c2ccc3c(c2)CCO3)n1	-67
CC(=O)Nc1cnc(-c2ccccc2C(C)=O)cn1	2
C/C=C/c1ccc([C@@H]2[C@@H](CO)N(Cc3nccs3)C23CN(CC2CCCC2)C3)cc1	-6[25 µM]
O=C(c1cnn2c(C(F)F)cc(-c3ccccc3)nc12)N1CCSCC1	6
Cc1ccccc1-c1ccc(C2[C@@H]3CN(S(=O)(=O)c4ccccc4)C[C@H]2N3)cc1 (stereo partly drawn)	-2&10
CCn1ncc(C2=NOC(C(=O)Nc3cccc(C(C)=O)c3)C2)c1C (stereo not drawn)	30
Cc1ccc(S(=O)(=O)NC(C)C(=O)Nc2cccc([N+](=O)[O-])c2)cc1 (stereo not drawn)	-15
CN(C)C(=O)c1ccc(-c2ccc3c(c2)[C@H]2[C@H](CCN2C(=O)c2ccc(F)cc2)[C@@H](CO)N3C)cc1	-8[25 µM]
C[C@H](NC(=O)[C@H]1N[C@H]2c3ccc(C4=CCCC4)c(=O)n3C[C@H]2[C@@H]1CO)c1ccccc1	-8[25 µM]
O=C(C[C@H]1CC[C@H]2[C@@H](COC[C@H](O)CN2S(=O)(=O)c2ccccc2)O1)NCC1CCCCC1	-10[25 µM]
CO[C@@H]1CN(C)C(=O)c2cc(NC(=O)Nc3ccc4c(c3)OCO4)ccc2OC[C@@H](C)N(C(C)=O)C[C@H]1C	-37[25 µM]
Cc1ccc2c(c1)sc1nc(=O)n(-c3ccccc3)c(=O)n12	-67
O=C(C1CCCC1)N1CC(=O)N2[C@H](CO)[C@H](c3ccc(C#Cc4cccc(F)c4)cc3)[C@H]2C1	-5
CN1CCN(S(=O)(=O)c2cccc(C(=O)Nc3cc(C(F)(F)F)ccc3N3CCCCC3)c2)CC1	-2
COn1c(-c2ccc(C)cc2)nc2ncccc21	-19

Reformatted: 2 of the compounds above.
> COc1ccc(N2C(=O)C3C(C2=O)C(C(=O)c2ccccc2)N2CCCC32)cc1 (stereo not drawn)
  CD40 NFkB inh: -15
> COc1ccc(C)cc1NC(=O)CNC(=O)c1sc2ccccc2c1Cl
  CD40 NFkB inh: 0

The list is partial; the hit share may differ from the screen's.
